D2 potentiator: HTS Assay for Positive Allosteric Modulators of the Human D2 Dopamine Receptor: Primary Screen for Potentiators | D(2) dopamine receptor (Homo sapiens), P14416 | HEK293 T-REx D2, calcium flux, EC20 dopamine potentiation | potentiation, % at 10 µM | 340,000 tested, 0.34% active | AID 485347, 2010;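 active = potentiation over 3 SD above the plate norm, cut at about 30% in these data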; also: 0% is about no effect
Target sequence (P14416 whole entry, looked up): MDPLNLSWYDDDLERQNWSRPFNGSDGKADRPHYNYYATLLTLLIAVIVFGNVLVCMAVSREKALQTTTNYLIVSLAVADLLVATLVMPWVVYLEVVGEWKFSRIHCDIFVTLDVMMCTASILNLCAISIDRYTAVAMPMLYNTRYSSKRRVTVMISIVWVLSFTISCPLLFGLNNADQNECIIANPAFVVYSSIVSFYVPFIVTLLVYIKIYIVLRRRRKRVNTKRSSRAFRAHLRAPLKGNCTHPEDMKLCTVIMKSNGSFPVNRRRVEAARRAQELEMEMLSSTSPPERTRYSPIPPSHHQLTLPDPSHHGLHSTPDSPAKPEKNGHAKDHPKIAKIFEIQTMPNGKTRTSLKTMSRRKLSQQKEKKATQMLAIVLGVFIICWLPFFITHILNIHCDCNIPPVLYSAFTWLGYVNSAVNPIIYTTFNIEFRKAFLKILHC
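Primary screen. Calcium kinetics in induced HEK293 T-REx D2 cells: compound pre-addition 180 s, EC20 dopamine, 180 s more.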
Glioma ERSR ind: qHTS for Inducers of the Endoplasmic Reticulum Stress Response (ERSR) in Human Glioma: qHTS | U87-MG GRP78 promoter luciferase reporter, 16 h | Potency, µM, without a hit: at the top dose activation, hits mostly activators | 420,000 tested, 0.02% active; also: potency is read from the fitted curve at half-maximal effect; series mostly up to about 76 µM; % of control where 0% means no effect; nearly all actives have a fitted effect of over 35% in size
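Stably transfected U87-MG glioma cells carrying a GRP78-based luciferase sensor; 16 h compound incubation. Luminescence end-point read 10 min after Bright-Glo addition at room temperature.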
RXFP1 antagonist: qHTS Assay for Antagonists of the Relaxin Receptor RXFP1; Relaxin receptor 1 (Homo sapiens), Q9HBX9; HEK293-RXFP1, relaxin-stimulated cAMP HTRF, 30 min; active compounds read low; activity change, negative = inhibition, % at 57.5 µM; 350,000 tested, 0.59% active;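 active = activity change of -60% or lower, but not beyond a set lower limit; inconclusive = change between -60% and -40%, or beyond the set limit; inactive = change above -40%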; also: % is scaled to controls: 0 for no effect and ±100 for the full control effect
Vif-A3G inh: qHTS for Inhibitors of Vif-A3G Interactions: qHTS. DNA dC->dU-editing enzyme APOBEC-3G (Homo sapiens), Q9HC16. HeLa A3G-eYFP + Vif (tagged APOBEC3G with the HIV-1 protein that degrades it), YFP fluorescence, overnight. Potency, µM (titrated, usually from 46.1 µM), for inactives: top-dose activity, negative = active, actives largely listed as inhibitors. 410,000 tested, 0.076% active. AID 602310, 2012;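 also: potency is read from the fitted curve at half-maximal effect; % is scaled to controls: 0 for no effect and ±100 for the full control effect; nearly all actives have a fitted effect of over 60% in size; hits raise eYFP signal because A3G escapes Vif-driven loss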
Target sequence (Q9HC16 whole entry, looked up): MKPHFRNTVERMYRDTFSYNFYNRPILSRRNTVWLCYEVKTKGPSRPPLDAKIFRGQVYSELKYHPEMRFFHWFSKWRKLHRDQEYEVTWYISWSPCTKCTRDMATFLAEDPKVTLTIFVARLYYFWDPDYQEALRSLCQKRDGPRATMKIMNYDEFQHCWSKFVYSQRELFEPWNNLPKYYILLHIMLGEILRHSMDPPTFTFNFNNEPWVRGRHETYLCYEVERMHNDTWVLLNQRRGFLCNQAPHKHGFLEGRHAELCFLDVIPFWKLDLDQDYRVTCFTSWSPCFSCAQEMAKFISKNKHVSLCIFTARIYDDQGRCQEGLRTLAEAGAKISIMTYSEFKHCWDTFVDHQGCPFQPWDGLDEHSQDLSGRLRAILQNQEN
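Read-out is eYFP fluorescence (Ex 488/Em 500-530) from Vif-expressing HeLa A3G-eYFP cells; more signal means A3G escaped Vif-mediated degradation. Cells plated overnight, compound pinned in, incubated overnight at 37 deg C.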
RXFP1 ag: qHTS Assay for Agonists of the Relaxin Receptor RXFP1 | Relaxin receptor 1 (Homo sapiens), Q9HBX9 | 370,000 tested, 0.3% active | AID 2676, 2010 | HEK293T-RXFP1 cAMP TR-FRET, 30 min; response scale: percent of porcine relaxin response, buffer zero | Potency, µM (doses to about 57.5 µM), inactives show at the top dose activation, most hits filed as activators; also: potency is read from the fitted curve at half-maximal effect; % is scaled to controls: 0 for no effect and ±100 for the full control effect; nearly all actives have a fitted effect of over 60% in size; many of its hits are not listed in these tables
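HEK293T cells stably expressing RXFP1 were pretreated with the PDE4 inhibitor Ro 20174, exposed to compounds for 30 min at 37C, lysed, and cAMP was read by TR-FRET. Data normalized to buffer (basal) and 29 nM porcine relaxin (100%).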
D1 PAM: Potentiators of Human D1 Dopamine Receptor: qHTS; potentiation, % at 10 µM; HEK293 TREx D1 cells, calcium flux, dopamine EC20 potentiation; D(1A) dopamine receptor (Homo sapiens), P21728; 360,000 tested, 0.036% active; in the data active = potentiation above about 30%; also: 0% is about no effect
D1 agonist: Allosteric Agonists of the Human D1 Dopamine Receptor: qHTS; 360,000 tested, 1% active; activation, % at 2 µM; D(1A) dopamine receptor (Homo sapiens), P21728; AID 504660, 2011; HEK293 T-REx D1 cells, calcium flux, agonist mode; in the data active = activation above about 30%; also: 0% is about no effect
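Agonism was scored from calcium flux recorded over 180 s (1 read/s) after pintool compound addition, following a 10-cycle baseline. Cells were inducible force-coupled HEK293 TREx D1, plated overnight at 30 C and loaded with no-wash calcium dye.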
Vif-A3F inh: qHTS for Inhibitors of Vif-A3F Interactions: qHTS; 390,000 tested, 0.2% active; Potency, µM (series often up to 46.1 µM), for inactives: at the top dose activity, negative = active; HeLa A3F-eYFP + Vif (tagged APOBEC3F with the HIV-1 protein that degrades it), YFP fluorescence increase; also: potency is read from the fitted curve at half-maximal effect; % of control where 0% means no effect; nearly all actives have a fitted effect of over 65% in size
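HeLa cells stably expressing A3F-eYFP plus Vif, plated and incubated overnight at 37 deg C, then exposed to compounds overnight at 37 deg C. Blocked degradation read as raised yellow fluorescence (Ex 488/Em 500-530).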
D1 antag: Antagonist of Human D 1 Dopamine Receptor: qHTS; D(1A) dopamine receptor (Homo sapiens), P21728; HEK293 TREx D1 cells, calcium flux, dopamine EC80; active compounds read low; activity change, negative = inhibition, % at 10 µM; 360,000 tested, 3.2% active; in the data active = activity change below about -30%; also: % is scaled to controls: 0 for no effect and ±100 for the full control effect
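Cells carrying a force-coupled, tetracycline-inducible human D1 receptor report calcium flux. Each well gets a 10 s baseline, compound with 180 s monitoring, then an EC80 dopamine stimulus with a second 180 s kinetic read.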
Numbers without * were called inactive; ? = inconclusive; · = no result given. Unless noted, calls follow the shape of the dose curve; as a rule, active = well fitted curve in the direction sought with a large enough effect; inconclusive = small, poorly fitted or top-dose-only effect, or another doubt; inactive = no such curve, though single readings can be large; an effect the other way counts as inactive or inconclusive. The list is partial. The share of hits here may be higher or lower than overall.

SMILES	D2 potentiator	Glioma ERSR ind	RXFP1 antagonist	Vif-A3G inh	RXFP1 ag	D1 PAM	D1 agonist	Vif-A3F inh	D1 antag
COc1ccc(/C=N\NC(=O)c2ccccc2[N+](=O)[O-])cc1COc1c(F)c(F)c(F)c(F)c1F	6	-3%	-10	-3%	-3.0%	-1	1	?	0
CCOC(=O)c1sc(N(C)C)nc1-c1ccccc1	-8	1%	-11	0%	-0.4%	-8	-2	·	9
COc1ccc(-c2noc(CSCC(=O)Nc3ccc(C)cc3Br)n2)cc1OC	-2	-1%	3	0%	1.9%	4	-2	0%	-6
Cc1occc1-c1nnc(SCC(N)=O)o1	1	-4%	-1	-1%	0.6%	-3	0	-5%	-3
CCN1CC(CN(C)Cc2cn(-c3ccc(C)cc3)nc2-c2ccc(F)cc2)CC1=O (stereo not given)	-15	-1%	-1	-2%	-0.3%	-3	1	5%	-8
CN(C)c1ccc(NC(=O)CN2CCC(O)(c3ccccc3)CC2)cc1	-47	-2%	-28	2%	-0.8%	-5	2	-1%	-5
CC(C)CC(c1nnnn1CC1CCCO1)N1CCN(c2nc3ccccc3s2)CC1 (stereo not given)	-6	-2%	-10	-7%	1.4%	-1	1	3%	4
[O-][n+]1ccccc1SC/C=C/c1ccccc1	-4	3%	-5	1%	-0.1%	-3	7	2%	-12
COc1ccc(S(=O)(=O)N(CC(=O)NCc2ccco2)c2ccc(C)cc2)cc1OC	6	-4%	12	-2%	-1.3%	0	2	2%	14
O=C(Nc1cccc([N+](=O)[O-])c1)C1C2CC/C=C\CCC21 (stereo not given)	-6	-4%	-7	-6%	2.1%	-2	5	3%	-7
CCC(=O)Nc1nc(-c2ccc3c(c2)CC(C)N3S(C)(=O)=O)cs1 (stereo not given)	15	-1%	-31	2%	3.2%	-2	2	-19%	-18
CCOc1ccc(NC(=O)c2c(Nc3ccc(OC)cc3OC)sc(C(=O)c3ccc(Cl)cc3)c2N)cc1	8	2%	-10	-5%	1.0%	-1	49*	-21%	-25
COc1ccc(C(=O)NN2C(=O)C3C4C=CC(O4)C3C2=O)cc1 (stereo not given)	8	4%	-4	0%	0.3%	1	4	1%	-5
O=C(N/N=C1/CCSC1)c1cc(Br)ccc1O	14	9%	-31	-3%	0.8%	-9	14	-12%	-40*
CC(C)NS(=O)(=O)c1ccc(NCCCn2ccnc2)c([N+](=O)[O-])c1	-8	-2%	1	0%	1.2%	-3	3	10%	17
C=CCn1c(=NC(=O)c2cccs2)sc2cccc(OC)c21	-3	6%	0	0%	5.1%	-5	9	4%	14
Cc1ccccc1CC(=O)NC1CCN(C)CC1	9	-7%	1	0%	1.0%	4	3	15%	9
CC1CCCN(c2ccc(N)cc2C(N)=O)C1 (stereo not given)	7	-2%	-31	-6%	-0.8%	-2	4	-6%	4
CCCOc1ccc(-c2c(C(=O)N/N=C/c3ccccc3)nnn2-c2nonc2N)cc1	0	-3%	-9	0%	-2.1%	8	2	-2%	10
COc1ccc(NC(=O)CN(C)CC(=O)N2CC(=O)Nc3ccccc32)cc1	·	-3%	-5	3%	·	·	·	2%	·
Cc1cc(NC(=O)CSc2[nH]c(=O)cc(C(F)(F)F)c2C#N)no1	-7	3%	-11	-28%	-0.3%	-2	0	-3%	7
O=C(O)CCN1CCc2ccccc21	-1	-2%	0	0%	1.1%	-1	4	-12%	0
COc1ccc(Cc2nnc(SCC(=O)c3ccc(OC)cc3)o2)cc1	-7	8%	-18	2%	-0.3%	-3	10	1%	-12
COc1ccccc1C(=O)Nc1cc(Cl)ccc1O	-4	3%	8	-4%	-0.5%	-3	1	·	-22
CC1(C)CC(CC(=O)NC(=S)Nc2ccc([N+](=O)[O-])cc2)C(=O)O1 (stereo not given)	-8	0%	1	0%	2.3%	-7	2	·	2
O=C(Cn1cc(S(=O)(=O)Cc2cccc(Cl)c2)c2ccccc21)Nc1ccc(F)c(Cl)c1	-2	-3%	·	1%	0.2%	0	1	-1%	0
CCOc1ccc(NC(=O)N(CC(C)C)CC(C)C)cc1	0	-4%	8	1%	1.0%	-4	1	1%	-11
Nc1cc2c(cc1Cl)N(Cc1ccccc1)C(=O)CO2	-1	-5%	2	-17%	0.6%	15	4	1%	2
COc1ccccc1NC(=O)Cc1noc(CSc2nnc(C)n2C)n1	2	-3%	-3	-1%	1.6%	4	2	1%	12
COCC(=O)N(Cc1cc2cc(OC)ccc2[nH]c1=O)c1ccccc1	7	-1%	-2	1%	1.8%	-3	-3	1%	-5
Cc1cc(C)cc(NC(=O)CSc2nnc(-c3ccncc3)o2)c1	1	0%	-8	1%	1.8%	6	1	4%	8
O=C(CCl)c1ccc2c(c1)CCN2C(=O)C1CC1	10	·	·	·	2.3%	-3	1	·	-11
COc1ccc(S(=O)(=O)N2CCCc3ccccc32)cc1OC	4	5%	-6	-22%	0.0%	-2	3	-6%	-3
NS(=O)(=O)c1ccc(NC(=O)CSc2nnc(Cc3cccs3)n2-c2ccccc2)cc1	·	-3%	-1	1%	0.7%	0	1	1%	-10
O=C(Nc1onc2c1CCCC2)c1ccc(Cl)cc1	-12	-8%	-19	-5%	0.9%	0	-1	-1%	-3
COc1cccc(-c2nc(S(=O)(=O)c3ccccc3)c(N3CCC(C)CC3)o2)c1	-4	-2%	-7	0%	0.8%	-3	1	-1%	4
Clc1ccc(SCc2csc(N3CCOCC3)n2)cc1	-3	1%	-11	0%	-2.1%	-3	0	-1%	-11
Clc1ccc(OCCn2ccnc2)c(Cl)c1	-2	-1%	10	-2%	0.4%	7	-3	7%	1
CC(C)(C)N/N=C1\CC(c2ccccc2)Oc2ccccc21 (stereo not given)	3	0%	-11	0%	-2.0%	21	5	-4%	0
O=[N+]([O-])c1ccc(CSc2nnc(Cc3ccccc3)n2-c2ccc(F)cc2)cc1	-3	-4%	-2	-5%	-1.6%	1	6	-2%	-19

Compound profiles (already shown). Values in the order: D2 potentiator	Glioma ERSR ind	RXFP1 antagonist	Vif-A3G inh	RXFP1 ag	D1 PAM	D1 agonist	Vif-A3F inh	D1 antag
`Clc1ccc(OCCn2ccnc2)c(Cl)c1` as listed: -2	-1%	10	-2%	0.4%	7	-3	7%	1
`CC(C)(C)N/N=C1\CC(c2ccccc2)Oc2ccccc21` (stereo not given) as listed: 3	0%	-11	0%	-2.0%	21	5	-4%	0
`O=C(Nc1onc2c1CCCC2)c1ccc(Cl)cc1` as listed: -12	-8%	-19	-5%	0.9%	0	-1	-1%	-3

(more compounds)
SMILES	D2 potentiator	Glioma ERSR ind	RXFP1 antagonist	Vif-A3G inh	RXFP1 ag	D1 PAM	D1 agonist	Vif-A3F inh	D1 antag
NC(=O)CCN1CCCCC1	-3	1%	5	6%	-1.5%	-4	4	-2%	-4
COc1ccc(Cn2c(SCc3ccc(C(=O)NCCc4ccccc4)cc3)nc3cccnc32)cc1	13	-5%	-15	8%	?	-3	6	-12%	0
Cc1ccc(C(=O)N2CCN(CCNC(=O)C(=O)NC(C)C)CC2)cc1	-10	-1%	-5	1%	-1.8%	-2	1	-21%	-14
CCCN1CNC(=S)N(c2cccc(C)c2)C1	-4	0%	18	-6%	-0.4%	1	0	10%	-5
O=C(CN1CCC(n2nnc3cc(F)ccc32)CC1)Nc1ccc2c(c1)CCC2	-15	-2%	-10	0%	1.3%	-7	-1	5%	-18
O=C(NCc1ccccc1)C(c1ccncc1)N(C(=O)c1csnn1)c1ccccc1F (stereo not given)	8	0%	-7	0%	-0.2%	-2	1	9%	18
Cc1ccc(C)c(NC(=O)CCC(=O)N/N=C/c2cccnc2)c1	13	-5%	6	1%	-3.1%	-1	5	-11%	6
CCOC(=O)c1ccc(NC(=S)NN)cc1	·	-2%	-40	6%	2.3%	-5	0	-1%	-1
C/C(=N\OCc1ccc(C#N)cc1)c1ccc(S(=O)(=O)N(C)C)cc1	-3	9%	-16	-1%	-0.4%	1	9	7%	-13
C=CCn1c(=O)/c(=C/c2ccc(O)cc2)s/c1=C(/C#N)c1nnc2n1CCCCC2	·	-4%	2	-2%	-0.2%	1	50*	?	-1
CCn1c(SCC(=O)N2CCCc3ccccc32)nnc1-c1cccs1	2	-3%	6	-6%	-0.4%	-4	5	0%	-4
Cn1c(=O)[nH]c(=O)c2c1nc(N1CCN(C(=O)c3ccco3)CC1)n2CCCSc1ncccn1	·	-4%	-10	1%	·	·	·	1%	·
Cc1ccc(SCC(=O)Nc2cccc(C)c2)cc1	-17	3%	-1	3%	0.8%	3	-1	-4%	0
N=c1nc(N)nc2n1NC(c1ccc(F)cc1)=CS2	·	4%	0	-12%	2.0%	-7	2	-12%	3
CCOC(=O)N1CCC(N2C(=O)c3ccccc3C2Nc2ccc3c(c2)OCCO3)CC1 (stereo not given)	4	-7%	·	-1%	2.0%	-5	5	4%	-14
Cc1ccc(-c2nnc(/C=C/c3ccccc3)o2)cc1	2	3%	-19	1%	-0.2%	-6	5	-16%	14
CCC(=O)N1CCc2cc(S(=O)(=O)NC(CC(C)C)C(=O)Nc3cccc(C)c3C)ccc21 (stereo not given)	-1	-6%	-9	-1%	0.9%	-2	4	1%	-6
COc1ccc(/C=C(\NC(=O)c2ccc(Cl)cc2)C(=O)NCCCn2ccnc2)cc1OC	-2	-3%	3	-4%	-1.1%	1	2	-15%	5
O=C(c1ccccc1Cc1ccccc1)N1CCN(S(=O)(=O)c2ccccc2Br)CC1	9	-3%	4	-1%	0.3%	0	3	-7%	5
CC(C)N(C(=S)Nc1cc(S(=O)(=O)N2CCOCC2)ccc1Cl)c1ccccc1	0	-2%	-8	0%	-2.2%	0	0	3%	15

Bioassay records from PubChem.
